USP2a block = inhibitors of human ubiquitin-specific protease USP2a. USP2 core, Ub-CHOP2 coupled fluorogenic reporter, 485/531. O75604. Potency, µM (titrated, usually from 38.3 µM), for inactives: top-dose activity change, negative = inhibition, actives largely listed as inhibitors. 330,000 tested, 0.01% active;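 note: potency is the fitted concentration of half-maximal effect; plate controls were DMSO wells for no effect and full inhibition by NEM control for full effect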
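Cell-free coupled assay: 10nM USP2 core preincubated 30min RT with compound in Tris-HCl pH 8.0/CaCl2/CHAPS buffer, then 25nM Ub-CHOP2 and 25nM reporter substrate; fluorescence (Ex 485/Em 531) read after 60min RT, normalized to NEM inhibition, concentration-response curves fitted.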
TSHR antagonist = blocks TSH signaling through the human TSH receptor | 330,000 tested, 0.2% active | TSHR-expressing cells, TSH-stimulated cAMP HTRF, 2 h; stronger effect = lower value | activity change, negative = inhibition, % at 11.5 µM | AID 504810 | P16473;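 active = activity change below a set negative limit, meaning inhibition stronger than a set level, cut at about -70% in these data; inconclusive = activity change between two set negative limits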; note: % is set by controls: 0 for no effect and ±100 for the full control effect
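Freshly harvested TSHR cells receive pin-tooled compound, then EC80 TSH at 4nM final. After 2 hours at 37 deg C, antibody in lysis buffer and cAMP-d2 are added; 30 minutes at ambient temperature precede the HTRF read.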
MBNL1 CUG block = blocks human MBNL1 binding to CUG repeat RNA; Q9NR56; TR-FRET MBNL1-His/biotin-(CUG)12 binding, 665/545 ratio; Potency, µM (doses to about 57.5 µM), for inactives: at the highest dose activity change, negative = inhibition, hits mostly inhibitors; 280,000 tested, 0.036% active; active = well fitted inhibition curve with a large enough effect in the signal ratio, with a control signal flat, not every such curve was filed as active; inconclusive = small, poorly fitted or top-dose-only effect, or effect the other way, or a change in a side signal; inactive = no such curve, though single readings can be large or run the other way; the % refers to the signal ratio; note: potency is the fitted concentration of half-maximal effect; % is set by controls: 0 for no effect and ±100 for the full control effect
Target sequence (Q9NR56 whole entry, looked up): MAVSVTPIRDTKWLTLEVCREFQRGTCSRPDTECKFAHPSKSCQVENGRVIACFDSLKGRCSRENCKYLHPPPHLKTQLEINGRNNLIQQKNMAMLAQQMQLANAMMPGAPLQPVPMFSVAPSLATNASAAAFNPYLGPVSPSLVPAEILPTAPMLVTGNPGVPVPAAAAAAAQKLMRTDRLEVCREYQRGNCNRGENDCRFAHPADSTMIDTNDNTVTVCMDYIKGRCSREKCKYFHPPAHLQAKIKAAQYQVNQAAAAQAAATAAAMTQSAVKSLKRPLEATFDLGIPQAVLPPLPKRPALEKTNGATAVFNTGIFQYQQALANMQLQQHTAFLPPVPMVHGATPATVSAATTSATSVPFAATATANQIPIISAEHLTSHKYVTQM
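TR-FRET readout: Ex 340 nm, 665/545 nm emission ratio, normalized to buffer-only (basal) and MBNL1-(CUG)12 controls. Complex of MBNL1-His with Biotin-(CUG)12, compounds 92 nM–58 uM, incubated 60 min at room temperature.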
Menin MLL FP TR = displaces Texas Red mutant MLL peptide from human menin. O00255. Menin + Texas Red MLL mutant peptide, fluorescence polarization. Potency, µM (top dose mostly 61.6 µM), for inactives: at the top dose FP activity change, negative = inhibition, most hits filed as inhibitors. 270,000 tested, 0.23% active; active = well fitted inhibition curve with a large enough effect in the polarisation, with a control signal flat, not every such curve was filed as active; inconclusive = small, poorly fitted or top-dose-only effect, or effect the other way, or a change in a side signal; inactive = no such curve, though single readings can be large or run the other way; the % refers to the polarisation; note: potency is the fitted concentration of half-maximal effect; % of control where 0% means no effect; many of its hits are not listed in these tables
hERG WT inh = inhibitors of human wildtype KCNH2 potassium channel. U2OS, BacMam KCNH2, thallium flux FluxOr; stronger effect = lower value. activity change, % at 1.84 µM. 340,000 tested, 0.37% active;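 active = maximum activity change below -70%; inconclusive = maximum activity change between -70% and -50%; inactive = maximum activity change above -50%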; note: % is set by controls: 0 for no effect and ±100 for the full control effect
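U2OS cells transduced with wild-type KCNH2 virus are loaded with FluxOr dye for 45 min, and thallium flux is measured in kinetic reads before and after stimulation buffer. Rate constants are normalized to DMSO controls.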
Mito fusion act = inhibitors of mitochondrial division or activators of mitochondrial fusion; S. cerevisiae fusion-defective mutant growth rescue, CellTiterGlo 48 h; Potency, µM (highest dose often 46.1 µM), for inactives: at the top dose growth rescue (activation), most hits filed as activators; 320,000 tested, 0.23% active; AID 485298;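 note: potency is the fitted concentration of half-maximal effect; % of control where 0% means no effect; nearly all actives have a fitted effect of over 45% in size; temperature-sensitive fusion mutants such as fzo1-1 at 37 °C on non-fermentable ethanol glycerol medium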
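Growth-rescue viability read-out: after 48 h at the non-permissive 37C in glycerol/ethanol YPEG, yeast mitochondrial fusion mutants are measured by CellTiterGlo luminescence; compounds (23 nl pinned per well) restoring growth score as division inhibitors or fusion activators.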
Eya2 inh = inhibitors of human Eya2 phosphatase activity | recombinant Eya2, OMFP fluorescence dephosphorylation (OMFP is methylfluorescein phosphate) | 330,000 tested, 0.006% active | O00167 | Potency, µM (doses to about 76.9 µM), for inactives: at the highest dose activity, negative = inhibition, hits mostly inhibitors; note: potency is the fitted concentration of half-maximal effect; % is set by controls: 0 for no effect and ±100 for the full control effect
Target sequence (O00167 whole entry, looked up): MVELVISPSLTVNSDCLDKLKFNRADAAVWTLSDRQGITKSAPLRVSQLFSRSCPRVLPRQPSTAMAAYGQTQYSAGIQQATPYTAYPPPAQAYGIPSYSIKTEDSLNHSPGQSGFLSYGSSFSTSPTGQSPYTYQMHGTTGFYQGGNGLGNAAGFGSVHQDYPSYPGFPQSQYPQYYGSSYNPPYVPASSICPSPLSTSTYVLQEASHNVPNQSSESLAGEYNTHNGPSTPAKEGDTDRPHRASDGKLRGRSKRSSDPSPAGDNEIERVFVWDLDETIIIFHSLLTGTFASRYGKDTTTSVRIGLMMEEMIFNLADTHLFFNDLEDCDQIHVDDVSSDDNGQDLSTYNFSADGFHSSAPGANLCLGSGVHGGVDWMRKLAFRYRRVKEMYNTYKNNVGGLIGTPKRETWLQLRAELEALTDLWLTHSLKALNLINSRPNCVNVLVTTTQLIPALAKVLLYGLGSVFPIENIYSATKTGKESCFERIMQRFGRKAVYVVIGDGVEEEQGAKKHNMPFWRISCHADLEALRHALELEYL
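Eya2 protein (added as 0.2 uM solution) was preincubated with compound for 10 min at ambient temperature in 50 mM HEPES pH 7.5, 50 mM NaCl, 5 uM MgCl2, 0.05% BSA, 1 mM DTT. OMFP (added at 50 uM) then reacted 10 min; fluorescence read at 485/525 nm.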
PKM2 activator = increases activity of human pyruvate kinase M2 | purified PKM2, Kinase-Glo ATP luminescence, activation; response scale: 0% is enzyme alone, no compound | 260,000 tested, 0.34% active | Potency, µM (series often up to 57.5 µM), inactives show at the top dose activation, actives largely listed as activators | P14618 | AID 1631; note: potency is the fitted concentration of half-maximal effect; % is set by controls: 0 for no effect and ±100 for the full control effect; nearly all actives have a fitted effect of over 55% in size
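ATP formation by purified human PK-M2, quantified via coupled luciferase luminescence after 1 h at room temperature with 0.1 mM ADP and 0.5 mM PEP final.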
Chronic BCR inh = blocks chronic active B-cell receptor signaling; Potency, µM (series often up to 46.1 µM), inactives show at the highest dose ratio change, negative = lower green/red ratio, hits mostly inhibitors; ABC-DLBCL IkBa-CBG/CBR reporter, luminescence ratio, 4 h; AID 493014; 340,000 tested, 0.05% active; active = well fitted inhibition curve with a large enough effect in the signal ratio, with a control signal flat, not every such curve was filed as active; inconclusive = small, poorly fitted or top-dose-only effect, or effect the other way, or a change in a side signal; the % refers to the signal ratio;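 note: potency is the fitted concentration of half-maximal effect; plate controls were basal doxycycline-induced cells for no effect and cells given 10 µM MG132 for full effect; MG132 reads +100%, hits lower the ratio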
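TMD8 ABC-DLBCL cells carrying doxycycline-inducible green luciferase fused to IkappaBalpha plus unfused red luciferase were exposed to compounds (up to 46 uM) for 4 hrs at 37C. Activity came from the overlap-corrected green/red luminescence ratio.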
S-ASM inh = inhibitors of human secretory acid sphingomyelinase; Potency, µM (titrated, usually from 57.5 µM), inactives show at the highest dose activity change, negative = inhibition, hits mostly inhibitors; placental ASM, HMU-PC fluorogenic substrate, 60 min; 340,000 tested, 0.006% active; note: potency is the fitted concentration of half-maximal effect
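HMU-PC0 cleavage (9 uM final) by human placental ASM, 60 min at 37 °C following 10 min compound exposure at RT; stopped at pH 10, fluorescence Ex 386/Em 447 nm.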
GALK inh = galactokinase (human) inhibition; P51570; 270,000 tested, 0.007% active; Potency, µM (highest dose often 57.5 µM), for the others: top-dose activity change, negative = inhibition, most hits filed as inhibitors; Purified GALK, Kinase-Glo residual ATP luminescence; note: potency is the fitted concentration of half-maximal effect; % is set by controls: 0 for no effect and ±100 for the full control effect
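GALK at 5 nM final was combined with compound, 35 uM ATP and 100 uM galactose in HEPES pH8.0 with MgCl2 and DTT. The reaction ran one hour at room temperature before luminescent ATP detection.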
Active calls of the source: *; ? = inconclusive; · = no result given; & = joins results of further samples; [ ] = dose if it differs, or a comment. Unless noted, calls come from the whole dose curve; as a rule, active = well fitted curve in the direction sought with a large enough effect; inconclusive = small, poorly fitted or top-dose-only effect, or another doubt; inactive = no such curve, though single readings can be large; an effect the other way counts as inactive or inconclusive.

SMILES	USP2a block	TSHR antagonist	MBNL1 CUG block	Menin MLL FP TR	hERG WT inh	Mito fusion act	Eya2 inh	PKM2 activator	Chronic BCR inh	S-ASM inh	GALK inh
C=CCNc1nc(C(=O)OCC(=O)Nc2cc(S(C)(=O)=O)ccc2Cl)cs1	0.5%	0.5	·	·	-1.9	-8.8%	-3.4%	·	0.0%	-1.7%	·
COc1cccc(Nc2nc3ccc(OC)cc3s2)c1	-5.0%	-12.8	-4.3%	?	-9.1	-3.3%	-3.1%	0.2%	?	-5.1%	-3.0%
Cc1ccoc1C(=O)N1CCCC(CO)(Cc2ccc(F)cc2)C1 (configuration not stated)	1.1%	2.8	0.2%	·	13.6	6.5%	-3.8%	-8.0%	7.6%	7.2%	6.6%
C/C=C/C=N/Nc1nc(-c2ccc([N+](=O)[O-])cc2)cs1	-0.4%	1.3	?	?	-10.6	0.6%	-3.5%	4.9%	9.1%	-1.3%	1.1%
O=C(NCc1nnc2c(C(F)(F)F)cc(Cl)cn12)c1ccc(Br)o1	4.3%	3.2	5.7%	·	1.4	0.6%	-1.2%	·	-4.9%	3.6%	4.3%
COC(=O)c1ccc(COc2ccccc2/C=N/O)o1	-0.6%	-0.4	-5.4%	·	-1.6	3.5%	11.5%	-0.5%	-24.4%	0.4%	3.6%
Nc1c2c(nc3sc4c(c13)CCCCC4)CCCCC2	-0.8%	-1.8	-11.5%	-21.7%	-6.1	0.8%	1.8%	1.0%	?	-3.0%	0.9%
Cc1ccc(C(=O)/C=C2/NC(=O)CS2)cc1	1.1%	-4.6	18.6%	7.6%	-14.5	6.5%	-4.3%	-1.7%	-9.8%	0.9%	-5.5%
CNC(=O)c1ccc2c(c1)nnn2C	0.1%	-1.0	1.3%	-6.0%	-7.0	1.5%	10.2%	1.0%	6.0%	-1.3%	0.2%
COc1cc(NC(=O)CN(c2ccc(C)cc2)S(=O)(=O)c2c(C)noc2C)cc(OC)c1	-1.2%	-24.1	0.4%	36.7%[activator]	5.7	-13.2%	-10.4%	0.1%	?	-14.2%	0.1%
CCN(CC)S(=O)(=O)c1ccc(NC(=O)c2ccc(NS(C)(=O)=O)cc2)cc1	2.1%	-4.8	-0.4%	-0.1%	18.4	-3.8%	2.5%	-4.2%	-2.3%	-9.6%	-0.2%
CCC(=O)NC(=S)Nc1ccccc1C(=O)NC1CCCCC1	-2.0%	0.9	-0.6%	22.9%	-3.4	4.2%	-13.5%	2.3%	0.6%	3.5%	2.3%
O=C(NCc1cccc(Cl)c1)C1CCN(S(=O)(=O)c2ccc(F)cc2)CC1	3.1%	24.8	0.7%	·	7.9	?	1.2%	·	2.8%	-3.9%	-4.5%
Cc1ccc(C)c(Cn2c(=O)n(C)c(=O)c3sccc32)c1	-2.2%	-12.6	1.9%	2.3%	3.0	4.5%	18.3%	6.3%	1.7%	0.0%	-3.1%
CCOCC(=O)N1CCN(c2ccccc2OC)CC1	7.0%	0.3	1.3%	-2.6%	-6.1	1.7%	5.4%	-1.8%	4.7%	10.5%	0.6%
CC1(C)Cc2cccc(OCC(=O)N3CCN(c4cccc(Cl)c4)CC3)c2O1	4.1%	-16.1	·	·	-8.7	?	2.9%	·	6.6%	·	·
C=C[C@@H]1c2ccccc2N(S(=O)(=O)c2ccc(C)cc2)[C@H](c2ccccc2C(F)(F)F)C1(C#N)C#N	2.2%	-2.1	·	·	·	-25.7%	10.6%	·	6.9%	0.5%	·
CN(C(=O)Cn1nnc(-c2ccc(F)cc2)n1)C1CCS(=O)(=O)C1 (configuration not stated)	4.2%	-4.7	·	·	-6.4	-3.3%	-2.0%	·	?	-1.1%	·
COc1ccc(N(CC(=O)O)S(=O)(=O)c2ccc(OC)c(OC)c2)cc1	3.2%	4.1	-5.5%	1.3%	-18.1	-1.8%	0.7%	2.3%	?	-0.3%	0.8%
O=c1[nH]cnc2ccccc12	2.3%	-6.3	4.6%	2.0%&11.6%&12.6%	0.4	-4.2%	-4.0%	-0.8%&-0.5%	?	1.5%	·
O=C(Nc1ccc(O)c2c(=O)cc(-c3ccccc3Cl)oc12)c1cccc(Cl)c1	-7.6%	-0.8	-0.9%	1.2%&-6.0%	-18.6	2.8%	-8.8%	0.1%	-0.3%	-9.9%	·
O=C(Cc1cccc2ccccc12)N/N=C/c1ccc(O)c([N+](=O)[O-])c1	0.8%	2.9	?	8.5%	-2.5	-9.5%	-8.7%	-1.1%	?	-4.8%	-3.6%
COC(=O)c1sc(S(=O)(=O)N2CCCCC2C)c(C(=O)OC)c1C (configuration not stated)	-5.2%	-15.0	·	·	-6.2	4.1%	-15.9%	·	0.0%	-2.2%	·
CN(C)c1ccc(NC2=C([N+](=O)[O-])CS(=O)(=O)C2)cc1	-1.4%	-2.7	?	·	-6.4	-10.7%	-3.2%	-0.8%	13.8%	2.7%	-2.8%
COc1ccc(C(=O)NC2CC3CCCC(C2)N3Cc2ccccc2)c(OC)c1 (configuration not stated)	4.1%	7.9	-5.3%	-16.0%	-3.4	0.0%	-0.5%	12.8%[11.5 µM]	-7.0%	3.1%	8.3%
Cc1ccc2[nH]c(CN3CCN(C)C(CCO)C3)c(C)c2c1 (configuration not stated)	1.9%	3.3	-3.7%	25.3%	-1.9	-3.4%	1.5%	2.3%[11.5 µM]	0.4%	6.2%	-7.5%
CCCS(=O)(=O)n1nc(-c2ccc(OC)cc2)cc1N	2.2%	-7.5	7.7%	-1.8%	-3.9	2.8%	17.5%	-1.1%	8.2%	1.0%	2.0%
CC1(C)CC(=O)C2=C(C1)Nc1ccccc1NC2	-0.9%	-11.9	11.4%	-18.5%	-9.5	-2.2%	5.4%	·	4.2%	6.8%	0.4%
Cc1c(NC(=O)CSc2cccc3cccnc23)c(=O)n(-c2ccccc2)n1C	·	·	?	?	-9.4	0.1%	·	4.3%	·	-0.6%	5.0%
O=C(/C=C/c1ccccc1)Nc1cc(S(=O)(=O)N2CCOCC2)ccc1N1CCCC1	-11.7%	-9.6	-20.7%	-4.8%	18.8	5.3%	7.6%	7.4%	?	5.8%	1.7%
CCCN1CCOC(CC(=O)Nc2ccc([N+](=O)[O-])cc2)C1=O (configuration not stated)	4.2%	-2.7	?	-1.0%	2.3	-5.7%	-13.6%	-5.9%	3.8%	-4.6%	-0.4%
CC(C)(C)NC(=O)c1cc(F)c(F)cc1Cl	2.2%	-0.9	-3.4%	-6.8%	1.8	-1.0%	10.6%	-12.0%	?	1.5%	-1.2%
COc1ccc(/C(C)=N/NS(=O)(=O)c2cc(C)ccc2C)c(OC)c1	0.1%	8.7	·	-10.0%	1.6	-1.4%	-9.0%	-1.2%	1.2%	-2.2%	1.7%
COCCNCc1nc2sc(C)c(-c3ccccc3)c2c(=O)[nH]1	1.6%	-2.5	·	·	-5.3	-3.4%	-7.8%	5.7%	?	-3.3%	-0.5%
C=CCNC(=S)/N=c1\sccn1C	-0.2%	7.8	-3.5%	2.7%	-5.2	-8.2%	-8.4%	-0.6%	?	7.8%	-0.5%
CCN1C(=O)/C(=C\N2CCCCCC2)SC1=S	0.6%	-8.1	?	4.9%	-9.8	1.1%	14.2%	0.5%	0.8%	-9.6%	2.1%
CCOc1ccc(/C=N/NC(=O)CNC(=O)c2ccc(S(=O)(=O)N3CCOCC3)cc2)cc1	-1.3%	-10.1	8.7%	16.8%	-6.2	6.3%	-17.0%	-0.6%	-1.1%	-7.9%	-0.5%
CCOc1ccc(NC(=O)CN(C)C(=O)c2ccc(N3CCOCC3)c([N+](=O)[O-])c2)cc1OCC	2.7%	0.9	29.9%	·	8.3	-0.1%	1.0%	0.1%	7.7%	-5.6%	4.1%
CCOC(=O)C1CCN(CC(=O)Nc2c(C(=O)OC)[nH]c3ccccc23)CC1	-0.5%	-14.1	5.5%	-5.7%[11.7 µM]	·	-0.3%	8.0%	-1.1%	-11.7%	·	1.6%
O=S(=O)(c1ccc(S(=O)(=O)n2cnc3ccccc32)cc1)N1CCCCCC1	2.5%	0.0	5.6%	-1.1%	-2.3	-0.1%	33.5%	6.6%	2.4%	3.6%	7.4%
CCC(C)NC(=O)COC(=O)c1cccnc1Nc1ccccc1F (configuration not stated)	1.8%	-1.1	·	2.9%	3.0	-3.5%	-4.1%	2.8%	0.2%	2.9%	-0.1%

Source: PubChem BioAssay (National Center for Advancing Translational Sciences (NCATS))

Not all compounds are listed; rates above refer to the full screens.
